From PubChem BioAssay
NOD1 NF-kB reporter: inhibition of NOD1-driven NF-kB reporter – cell-based, luminescence, uHTS, primary screen (AID 1578) | NOD1-driven NF-kB luciferase reporter cells, luminescence; higher % means a stronger effect | one-dose inhibition, % at 4 µM; EC50 in µM for titrated hits | 290,000 compounds, 1% hits; in the data active means inhibition mostly above about 36%, no sharp cut-off; inactive means mostly below about 34%;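 further: HEK-293T reporter cells stimulated with the NOD1 agonist gamma-tri-DAP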
HEK293 NOD2/NF-kB: NOD2 signaling inhibitors, cell-based, luminescence, uHTS, HEK293 (AID 1566). HEK293 NOD2/NF-kB luciferase reporter, luminescence; higher % means a stronger effect. one-dose inhibition, % at 4 µM; EC50 in µM for titrated hits. 290,000 compounds, 0.63% hits; further: many of its hits are not listed in these tables
HIV peptide binding: cell-free HIV fusion peptide-binding blockers – biochemical, uHTS, fluorescence dequenching, primary screen (AID 1986) | inhibition, % at 20 µM; hits with a dose series show IC50 in µM | 290,000 compounds, 0.3% hits | cell-free peptide binding, fluorescence dequenching, 30 min; higher % means a stronger effect; in the data active means inhibition mostly above about 52%, no sharp cut-off; inactive means mostly below about 76%; further: some results filed as inactive read as strong as hits
KOR beta-arrestin-1: KOR agonists, beta-arrestin recruitment, primary screen, cell-based, luminescence, uHTS (AID 1777); activation, % at 10 µM; hits with a dose series show EC50 in µM; KOR beta-arrestin recruitment, luminescence; higher % means a stronger effect; 280,000 compounds, 0.02% hits; in the data active means activation above about 50%, passing the limit was not always enough; further: a part of the inactive calls stands beside numbers as strong as those of hits
Yfh1-off respiration: enhancers of respiration in Yfh1-depleted yeast, dose response, Friedreich's ataxia, plus single-dose screen (AID 1465); 220,000 compounds, 0.074% hits; S. cerevisiae Yfh1-off respiration, WST-1 reduction, 72 h; higher fold induction means a stronger effect; fold induction at 50 µM; hits with a dose series show EC50 in µM;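 active means fold induction of absorbance versus untreated yeast above a set limit, then at least 30% activation at any dose in follow-up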;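 further: activators that raise dye reduction in frataxin-depleted yeast; strong numbers were not always called active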
KOR beta-arrestin-2: KOR antagonists, beta-arrestin recruitment, cell-based, luminescence, uHTS (AID 1778); 290,000 compounds, 0.091% hits; KOR beta-arrestin recruitment, luminescence, antagonist mode; higher % means a stronger effect; inhibition, % at 10 µM; hits with a dose series show IC50 in µM; further: strong numbers were not always called active
West Nile virus CPE: West Nile virus antiviral activity, cell-based, CPE readout (AID 1621); West Nile virus-infected cells, CPE inhibition; higher % means a stronger effect; one-dose CPE inhibition, % at 10 µM; IC50 in µM for titrated hits; 290,000 compounds, 0.02% hits; in the data active means a potency from the dose series; further: strong numbers were not always called active
NS5 inhibitors: Dengue-2 NS5 methyltransferase inhibitors, primary screen, biochemical, confirmation dose response (AID 588689); Dengue-2 NS5 methyltransferase capping enzyme assay, biochemical; higher % means a stronger effect; inhibition, % at 25 µM, or IC50 in µM where a hit was titrated; 340,000 compounds, 0.3% hits; in the data active means a potency from the dose series
AID2073: inhibitors of Mint1-CaV2.2 protein interaction, biochemical, HTRF (AID 2073); HTRF protein-protein interaction, Mint1-CaV2.2; higher % means a stronger effect; one-dose inhibition, % at 20 µM; IC50 in µM for titrated hits; 290,000 compounds, 0.19% hits; in the data active means inhibition mostly above about 51%, no sharp cut-off; further: some results filed as inactive read as strong as hits
NS5 inhibitors pilot replicate: also measured in NS5 inhibitors; calls as there; inhibition, %; measured here: pilot screen replicate inhibition
The depositor's hits bear a star; i = inactive; nt = not tested or not shown; [ ] = remark or other dose. Unless noted, no stated cut-off is given here; in the data, active means inhibition above about 50%; inactive means the rest.

SMILES	NOD1 NF-kB reporter	HEK293 NOD2/NF-kB	HIV peptide binding	KOR beta-arrestin-1	Yfh1-off respiration	KOR beta-arrestin-2	West Nile virus CPE	NS5 inhibitors	AID2073	others
COc1ccc(CNC(=O)COC(=O)/C=C/c2ccc(S(=O)(=O)N3CCOCC3)cc2)cc1	-24.1%	-7.7%	-2.1%	-4.4%	i	-10.6%	0.0%	nt	43.1%
Cc1cc(C)n2[nH]c(=O)c(N=Nc3ccccc3)c2n1	18.3%	-12.5%	-1.1%	22.1%	i	-13.3%	-0.1%	1.6%	-3.4%
O=C(Nc1nnc(S(=O)(=O)N2CCCCCC2)s1)c1ccccc1Br	-20.3%	-3.6%	10.0%	1.2%	nt	-23.8%[20 µM]	0.1%	11.1%	2.0%
COC(=O)COc1ccc(-c2ccccc2)cc1C=O	-6.3%	16.1%	3.8%	6.8%	nt	-189.9%	nt	-3.7%	7.6%
COc1ccc(N(CC(=O)NCc2ccccn2)S(=O)(=O)c2ccccc2[N+](=O)[O-])c(OC)c1	-21.6%	13.6%	-1.4%	-1.3%	i	12.1%[20 µM]	0.1%	2.5%	-0.3%
COc1ccc2[nH]c(=O)c(CN(Cc3ccccc3)Cc3nnnn3CC3CCCO3)cc2c1 (configuration not stated)	-24.5%	4.6%	-0.6%	-1.1%	i	-37.0%	-0.6%	-2.0%	-4.6%
Nc1ccc(S(=O)(=O)NCc2ccccn2)cc1	-3.1%	8.1%	-0.9%	-3.8%	nt	-30.1%	-0.8%	-3.3%	13.2%
N#CC1(C#N)CC(C=O)=C(N)C1(C#N)CC(=O)c1ccc(F)cc1 (configuration not stated)	13.5%	14.5%	5.1%	2.5%	i	-14.9%	-0.1%	nt	-21.1%
CCn1c(NC(=O)c2ccc(COc3ccc(C)cc3[N+](=O)[O-])o2)nc2ccccc21	-3.6%	22.8%	0.6%	0.0%	i	17.0%	1.4%	-3.2%	-4.7%
Cc1ccc(OCCOCCN(C)C)c(Cl)c1	-11.1%	10.8%	0.4%	-0.9%	i	11.6%	-0.5%	0.0%	6.4%
CCC(=O)Nc1c2c(nc3c1CCC3)CCCC2	11.8%	13.3%	2.1%	-0.5%	i	-25.9%	0.1%	-0.8%	35.2%
CCc1ccc(C(=O)OCC(=O)NCCNC(=O)COC(=O)c2ccc(CC)cc2)cc1	-40.5%	-12.7%	1.2%	6.0%	nt	-11.6%	0.0%	-1.3%	7.2%
Cc1ccc(S(=O)(=O)N2CCN(Cc3ccco3)CC2)c(C)c1	9.3%	-10.8%	0.6%	8.5%	nt	-30.1%	-0.3%	-2.0%	6.8%
CC1=C/C(=C(/c2cc(C)c(O)c(Br)c2)c2ccccc2S(=O)(=O)O)C=C(Br)C1=O	-9.2%	-2.4%	31.8%	-4.1%	nt	0.3%	-0.9%	38µM*	-82.4%
CCSc1nnc(N2C(=O)C(O)=C(C(=O)c3ccco3)C2c2cccc(OC)c2)s1 (configuration not stated)	-20.6%	0.4%	97.2%	-0.2%	nt	36.1%	-0.1%	19.6%	0.3%
Cc1cc(=O)[nH]c(SCC(=O)NCC2CCCCC2)c1C#N	-30.1%	24.2%	-0.7%	-4.2%	i	-7.8%	-0.6%	-6.2%	0.4%
O=C(O)c1ccc(/C=N/NC(=O)C2CC2(c2ccccc2)c2ccccc2)cc1 (configuration not stated)	-27.9%	2.6%	7.1%	-3.1%	i	-0.1%	0.0%	nt	3.8%
O=C(c1ccccc1O)N1N=C(c2ccccc2)CC1(O)C(F)(F)F (configuration not stated)	-20.6%	-15.9%	2.8%	5.6%	i	-21.7%	-0.5%	-12.7%	-8.4%
O=C(c1cc2ncc(Br)cn2n1)N1CCCCC1	-2.3%	18.2%	3.1%	0.1%	i	-0.1%	0.2%	0.9%	15.8%
CCN(CCNC(=O)C1CCCN(S(=O)(=O)CC)C1)c1ccccc1 (configuration not stated)	4.0%	-26.9%	-4.2%	0.1%	i	40.1%	0.6%	-3.4%	1.5%
CC(C)(C)C(=O)NC(=S)N1CCc2ccccc21	-21.1%	-0.3%	-2.2%	-6.3%	i	-3.3%	-0.4%	4.0%	5.9%
COc1ccc(NC2CCCN(C(=O)c3cccnc3SC)C2)cc1OC (configuration not stated)	20.6%	16.1%	-0.4%	9.2%	nt	-38.5%	0.1%	2.6%	-68.5%
CN1CCC(=NNC(=O)CN(c2ccc([N+](=O)[O-])cc2)S(=O)(=O)c2ccccc2)CC1	-20.5%	7.5%	-1.6%	-3.3%	nt	34.6%	-0.4%	-8.9%	-3.5%
Cc1ccc(CNC(=O)C2CCN(S(=O)(=O)c3ccc4nc5c(c(C(=O)O)c4c3)CC(C)CC5)CC2)cc1 (configuration not stated)	-20.2%	2.8%	7.7%	5.8%	nt	-2.2%	0.2%	-10.5%	0.8%
Cc1cccc(CSc2nnc3c(n2)[nH]c2ccccc23)c1	-7.3%	-6.1%	-1.5%	-4.0%	i	22.2%	-0.7%	0.8%	5.7%
C#CCOC(=O)Nc1cc(C)n(-c2ccccc2)n1	4.6%	20.4%	1.8%	-2.1%	i	-9.3%	0.1%	-1.6%	19.9%
Cc1cc2oc(=O)cc(CN3CCN(S(=O)(=O)c4cccs4)CC3)c2cc1C	-7.2%	12.0%	2.1%	8.2%	i	-3.9%	-1.6%	2.2%	11.5%
CCN1CCN(Cc2ccc(OCc3ccccc3)cc2)CC1	-2.4%	-58.4%	-2.4%	-1.7%	i	-18.3%	-1.3%	-2.0%	-6.7%
COc1ccc(/C=C2/SC(=O)N(CC(=O)NCCC(C)C)C2=O)cc1OC	-17.4%	-1.4%	0.6%	-3.3%	i	-2.1%	-0.4%	-3.7%	4.5%
COc1ccc(Br)cc1S(=O)(=O)Nc1cccc(C)n1	-18.9%	6.5%	-0.6%	nt	i	8.9%[20 µM]	-0.4%	-3.0%	10.5%
O=C(O)C1C2C=CC(O2)C1C(=O)Nc1ccc2c(c1)OCCO2 (configuration not stated)	24.9%	17.5%	1.0%	1.3%	i	-22.3%	0.5%	nt	6.6%
COc1ccc(Cc2nnc(NC(=O)c3ccc(C)cc3)s2)cc1OC	-2.4%	40.7%	0.1%	-2.7%	nt	17.7%	-1.1%	0.7%	15.2%
CCn1c(=O)c(=O)[nH]c2cc(C(=O)N3CCN(Cc4ccc5c(c4)OCO5)CC3)ccc21	-16.4%	7.7%	-0.2%	32.8%	i	-35.2%	2.6%	-7.0%	0.6%
O=C(Nc1cccnc1)c1ccc(Br)s1	-6.1%	-17.9%	-1.8%	-0.4%	i	-48.4%	2.7%	3.2%	0.4%
Cc1cc(C)nc(N/N=C/c2cc3c(cc2[N+](=O)[O-])OCO3)n1	-51.2%	12.6%	-1.2%	1.8%	i	-14.7%	0.8%	-8.0%	1.5%
COC1C(C)=C(C)C(=O)N1Cc1ccc(F)cc1 (configuration not stated)	17.6%	3.9%	-1.3%	-3.8%	nt	-25.5%[20 µM]	0.0%	0.7%	7.8%	NS5 inhibitors pilot replicate=3.3
COc1ccc(NC(=O)Cc2c[nH]c3ccccc23)cc1S(=O)(=O)N1CCCCC1	-9.5%	15.6%	-0.2%	8.4%	i	-9.6%	-0.7%	0.0%	3.9%
CC(CC(=O)NC1CCSC1=O)c1ccccc1 (configuration not stated)	-25.1%	-6.1%	0.8%	-2.6%	i	3.9%	-0.2%	-2.1%	2.9%
Cc1ccc(NS(=O)(=O)c2ccc(NS(=O)(=O)c3cccs3)cc2)cc1	-1.7%	-1.0%	6.9%	5.4%	i	-9.2%	-0.5%	-2.1%	4.7%
Brc1cccc(/C=N/Nc2nn[nH]n2)c1	-12.1%	6.7%	-0.9%	-3.9%	i	-31.4%	0.8%	-12.2%	5.3%
CCOC(=O)C1=NN(c2ccc(OC)cc2)C(c2ccccc2)CC1=O (configuration not stated)	-11.7%	19.6%	0.0%	-0.5%	i	9.6%	-0.6%	-7.4%	1.1%
CCCc1cc(=O)n2[nH]c(Cc3ccccc3)nc2n1	-11.6%	5.3%	2.9%	0.8%	i	-10.0%	0.3%	3.4%	-8.1%
O=C(CCCc1ccccc1)Nc1ccnn1C1CCN(Cc2ccccn2)CC1	8.1%	8.8%	4.4%	3.1%	nt	11.5%	-0.9%	-1.3%	9.1%
O=C(CCc1c[nH]c2ccccc12)NCCc1ccc(O)cc1	2.2%	7.7%	-0.9%	-0.8%	nt	15.8%	0.1%	-6.5%	0.7%
COc1ccc(S(=O)(=O)Nc2ccc3c(c2)OCO3)cc1C(=O)O	15.2%	20.3%	0.1%	2.7%	i	-17.9%	0.5%	-3.4%	2.0%
CCCS(=O)(=O)c1c(S(=O)(=O)CCC)c2ccccn2c1C(=O)OC	-4.3%	-4.4%	-1.0%	0.6%	i	43.9%	-0.1%	-0.3%	-2.7%
COC(=O)C1CCN(C(=O)c2ccccc2Oc2ccccc2)CC1	-2.1%	8.0%	-1.3%	-2.5%	i	-21.4%	-0.3%	-5.5%	6.3%	NS5 inhibitors pilot replicate=-2.7
COCC1CCN(C(=O)C2CCC(=O)N(CCc3ccc(Cl)cc3)C2)CC1 (configuration not stated)	-9.4%	3.5%	5.4%	-3.6%	nt	-16.8%	0.9%	-13.6%	5.0%
CC(c1ccco1)N(C(=O)c1ccc(C(F)(F)F)cc1)c1ccccn1 (configuration not stated)	-36.9%	-3.8%	-0.2%	-0.4%	i	-18.3%	-0.6%	-0.8%	7.4%
O=C(CNC(=O)c1ccc2c(c1)OCO2)N/N=C/c1cc(Br)ccc1O	-18.7%	36.4%	-1.2%	0.3%	nt	-10.4%	3.2%	-8.2%	21.2%
CC(C)c1cc(C(=O)N/N=C/c2cccnc2)cs1	-53.0%	-26.5%	2.0%	0.6%	i	-16.6%	-0.1%	2.9%	-1.8%

Some of these compounds in order of molecular weight, low to high:
SMILES	NOD1 NF-kB reporter	HEK293 NOD2/NF-kB	HIV peptide binding	KOR beta-arrestin-1	Yfh1-off respiration	KOR beta-arrestin-2	West Nile virus CPE	NS5 inhibitors	AID2073	others
CCCc1cc(=O)n2[nH]c(Cc3ccccc3)nc2n1	-11.6%	5.3%	2.9%	0.8%	i	-10.0%	0.3%	3.4%	-8.1%
CC(C)c1cc(C(=O)N/N=C/c2cccnc2)cs1	-53.0%	-26.5%	2.0%	0.6%	i	-16.6%	-0.1%	2.9%	-1.8%
COc1ccc(S(=O)(=O)Nc2ccc3c(c2)OCO3)cc1C(=O)O	15.2%	20.3%	0.1%	2.7%	i	-17.9%	0.5%	-3.4%	2.0%
CCCS(=O)(=O)c1c(S(=O)(=O)CCC)c2ccccn2c1C(=O)OC	-4.3%	-4.4%	-1.0%	0.6%	i	43.9%	-0.1%	-0.3%	-2.7%
COCC1CCN(C(=O)C2CCC(=O)N(CCc3ccc(Cl)cc3)C2)CC1 (configuration not stated)	-9.4%	3.5%	5.4%	-3.6%	nt	-16.8%	0.9%	-13.6%	5.0%
O=C(CCCc1ccccc1)Nc1ccnn1C1CCN(Cc2ccccn2)CC1	8.1%	8.8%	4.4%	3.1%	nt	11.5%	-0.9%	-1.3%	9.1%
O=C(CNC(=O)c1ccc2c(c1)OCO2)N/N=C/c1cc(Br)ccc1O	-18.7%	36.4%	-1.2%	0.3%	nt	-10.4%	3.2%	-8.2%	21.2%

Some of the compounds tested. The share of hits here may be higher or lower than overall.
